# HSP90 inh = HSP90 refolding inhibition in rabbit reticulocyte lysate; luciferase refolding luminescence, 3 h; inhibition, % at 5.6 µM; 0.91% of 290,000 active; AID 1789;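 active = inhibition above the screen-wide mean plus 3 SD, computed separately per campaign, cut at about 16% in these data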;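 also: 0% = DMSO wells and 100% = 60 µM geldanamycin wells; inhibitors lower the luminescence because luciferase stays unfolded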
# HIF activator = HIF pathway transcriptional activation; U2OS HRE-luciferase reporter, luminescence; normalized: DMSO 0%, desferrioxamine 100%; activation, % at 7.5 µM (by protocol); 0.32% of 300,000 active; AID 1910;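 active = mean activation of at least 10% of the iron chelator positive control signal, with at least half of replicates also reaching 10%; inconclusive = mean and replicate majority disagree about reaching 10%; inactive = mean and most replicates under 10%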
# Platelet DG rel = platelet dense granule release activity | 0.22% of 300,000 active | human platelet-rich plasma, SFLLRN dense granule ATP release, luminescence | inhibition, %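 (compounds screened at 7.5 µM in platelet-rich plasma)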;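 active = mean replicate score, as percent of positive control, at or above 50; inconclusive = mean below 50 but at least one replicate at or above 50; inactive = mean and every replicate below 50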
# KLF5 inh = suppresses KLF5 promoter-driven expression; 0.23% of 290,000 active; inhibition, % at 5 µM; DLD-1 KLF5 promoter-luciferase reporter, luminescence;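 active = inhibition above a per-plate limit of that plate's mean compound inhibition plus 3 SD, cut at about 60% in these data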;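 also: 0% = DMSO wells and 100% = LY294002 at 200 µM; higher means less KLF5 promoter-driven luciferase light; inactives centre near -14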
# IEC-6 tox = IEC-6 cytotoxicity, counter-screen for KLF5 inhibitors; luminescence viability; 0.78% of 290,000 active; inhibition, % at 5 µM; in the data active = inhibition above about 22%;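 also: 0% = plate median of test compound wells and 100% = cytotoxic reference compound wells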
# aSyn 5UTR inh = MLPCN primary screen, SNCA 5' untranslated region; alpha-synuclein 5'UTR reporter, inhibitor activity; inhibition, % (tested at 7.5 µM); 0.82% of 300,000 active; AID 1813; in the data active = inhibition above about 60%; inconclusive = no clear call, values can overlap the other calls;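 also: H4 neuroglioblastoma cells stably carrying SNCA 5'UTR luciferase fusion; 0% = DMSO wells and 100% = positive control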
# SKKanGAS inh = SKKanGAS growth inhibition. S. pyogenes SKKanGAS, kanamycin growth, BacTiter-Glo, 6 h. inhibition, % at 7.5 µM. 1.3% of 300,000 active. AID 1662;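 active = mean replicate score, as percent of positive control median, at least 50; inconclusive = mean below 50 but one replicate at or above 50; inactive = mean and every replicate below 50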;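 also: strain carries kanamycin resistance gene driven by streptokinase promoter and grows in 40 µg/ml kanamycin; loss of luminescence reflects streptokinase promoter inhibition or plain growth inhibition; 0% = median of DMSO wells and 100% = positive control at its reference dose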
# HSF1 activator = increases HSF-1 driven luciferase reporter signal. NIH3T3-HGL HSF-1 luciferase reporter, MG132, 8 h; 100% = twice DMSO control signal. activation, % at 9 µM. 1.7% of 300,000 active. AID 504408;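 active = mean replicate activation of at least 50% with a set share of replicates each reaching 50%; inconclusive = only one of those two conditions met; inactive = mean below 50% and too few replicates reaching it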;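 also: 0% = median of the neutral control wells and 100% = twice that signal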
# AI-2 QS modul = modulates the Vibrio harveyi AI-2 quorum sensing system | 0.4% of 300,000 active | Vibrio harveyi JMH597 AI-2 luminescence/OD600 ratio, 9 h; active compounds read low; strain lacks LuxN and CqsS sensors; 0 = neutral-control median | activity change, % at 7.5 µM; in the data active = activity change below about -75%, passing the limit was not always enough; inconclusive = no clear call, values can overlap the other calls;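 also: luminescence divided by OD600 gain over 9 h not by final OD600 alone; inactives centre near 13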
# HSF1 inh = HSF1 inhibition | NIH3T3-HGL HSE-luciferase, MG132-induced, luminescence 8 h; active compounds read low | activity change, negative = inhibition, % at 7.5 µM (by protocol) | 0.77% of 300,000 active;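 active = more than half of replicate wells show activity change below -50%, luminescence cut by over half; inconclusive = some wells, but at most half, below -50%; inactive = no replicate well below -50%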;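 also: luciferase reports HSF-1 transcriptional activity via heat shock element; 0% = median of DMSO wells and -100% = zero luminescence signal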
# Numbers without * were called inactive; ? = inconclusive; / = not tested or not shown; & = joins results of further samples. This is a random part of the collection (roughly 6% active in at least one column).
SMILES,HSP90 inh,HIF activator,Platelet DG rel,KLF5 inh,IEC-6 tox,aSyn 5UTR inh,SKKanGAS inh,HSF1 activator,AI-2 QS modul,HSF1 inh
O=C(CSc1nnc(-c2cccnc2)n1CCc1ccccc1)N1CCCCC1,4,-0.2,-6,-22,-3,8,-12,20,37,-3
CC(C)(C)C(=O)n1nc(-c2ccccc2)oc1=O,-3,/,-6,-29,-10,3,1,-4,8,5
Cc1cc(C)n2nc(SCC(=O)N(Cc3ccccc3)C3CCS(=O)(=O)C3)nc2n1 (centres undefined),-4,0.0,-1,21,-2,16,-13,9,5,-3
Cc1nc(S/C(=C/c2ccc(-c3cccc(Cl)c3)o2)C(=O)O)n[nH]1,-2,-0.2,8,-18,-2,9,25,20,12,8
O=C(NC(=S)Nc1ccccc1F)C1CCCCC1,1,1.0,-9,-30,-5,-88,3,0,18,12
COc1ccc2cc(CN(C(=O)Nc3ccccc3OC)C3CCCC3)c(=O)[nH]c2c1,2,0.0,-3,-7,-4,35,-4,3,16,0
COc1ccc(NC(=O)CS(=O)CC(=O)Nc2cccc3cccnc23)cc1 (centres undefined),-1,0.2,0,-9,2,29,14,-8,12,-5
O=C(CSc1nc2ccccc2[nH]1)c1ccc2c(c1)OCO2,9,3.4,-16,-67,4,-140,/,/,22,/
CC(C)CCN1CCN(Cc2ccon2)CC1CCO (centres undefined),0,0.0,-32,-15,-6,6,-3,-10,-15,-15
CSCCc1nc(SCC(=O)Nc2nnc(C)s2)[nH]c1C,-1,-0.3,-5,6,0,-12,5,-8,24,-4
O=c1c2nncn2c2cc(C(F)(F)F)ccc2n1CCNc1ncc(C(F)(F)F)cc1Cl,-4,0.1,14,-36,-6,26,2,-8,10,6
CC(C)CSc1ncnc2c1oc1nc3c(cc12)COC(C)(C)C3,4,-0.1,1,-2,2,-3,-7,19,40,-4
COCCN(Cc1cc2cc3c(cc2n2nnnc12)OCO3)C(=O)c1ccccc1F,0,-0.2,-5,-27,4,32,2,-3,10,-2
Cc1ccc(NC(=O)CN(C)c2ccc(S(=O)(=O)N3CCN(C)CC3)cn2)cc1,4,0.2,3,-20,4,-2,0,14,16,2
CCOC(=O)C1=C(C)NC(C)=C(C(=O)OCC)C1C,6&3,-0.1,-1,1&-4,0&3,15,2,-7,2,1
CCc1ccc(O)c(-c2cc(C(=O)Nc3cccnc3)[nH]n2)c1,-3,2.0,2,-161,1,-162,-10,-5,-94*,-4
CCCCNC(=O)[C@@H]1CSC2c3ccccc3C(=O)N21 (some centres undefined),1,-0.9,0,0,-3,5,-2,13,-7,-4
CC(=O)Nc1ccc(NC(=O)C(C)OC(=O)C2CC3C=CC2C3)cc1 (centres undefined),-2,-0.3,15,-18,-6,4,-1,14,29,-2
O=C(Nc1ccccc1C(=O)N1CCCCCC1)c1ccccc1,0,-0.2,12,-6,1,-8,-1,-12,7,-9
Oc1ccc(Br)cc1/C=N/n1c(C2CCCCC2)n[nH]c1=S,0,1.0,-2,0,0,12,-1,-19,9,-5
CCCn1c(=S)[nH]c2ccc(C(F)(F)F)cc21,4,0.0,-5,-7,-4,15,6,6,6,-5
O=C(c1ccccc1)c1ccc(OCC(O)CN2CCCC2)cc1 (centres undefined),2,-0.1,0,-24,-2,-5,-1,-71,30,-61*
O=C(Nc1nccs1)c1cccc(NC(=O)c2ccco2)c1,-3,0.2,-1,-6,3,-10,5,-2,27,2
COc1cc(-c2nnco2)cc(OC)c1OC,9,-0.2,8,-32,2,3,3,-12,17,-9
Clc1cccc(CSc2nnc(-c3cccnc3)n2Cc2ccco2)c1,1,0.0,-13,0,7,7,5,-11,-17,-10
O=C(NCCNc1ccccc1[N+](=O)[O-])c1cc(F)c(F)cc1Cl,5,1.4,6,-119,-1,-93,10,37,6,21
Cc1cc(-c2n[nH]c(=S)n2-c2ccc(C)c(C)c2)no1,-6,-0.3,-1,-43,-1,12,11,-14,-4,-8
COc1cc(C(C(=O)NC2CCCC2)N(C(=O)Cc2cccs2)C2CC2)cc(OC)c1OC (centres undefined),1,-0.3,-10,3,-8,9,1,-9,14,0
COCCn1c(SCC(=O)NCc2ccccc2)nc2ccccc21,-4,0.1,2,-1,-12,9,-4,-4,25,0
CCCn1c(=O)c2c(c3ccccc31)OCC(=O)N2,-2,/,/,-4,-1,/,-12,/,14,/
N#CCCn1cc(C=O)c(-c2cccs2)n1,-1,-2.0,-2,-10,-1,22,0,-10,8,-13
Cc1ccc(-n2c(=O)[nH]cc(C(=O)N3CCc4ccccc43)c2=O)cc1,0,0.5,2,-12,-1,11,0,4,24,3
N#CC1=C(N)OC2=C(CCc3ccccc32)C1c1ccccc1 (centres undefined),3,0.3,-13,-51,0,70*,9,-4,2,-1
CCSc1nnc(NC(=O)c2cccs2)s1,-1,1.9,17,-58,4,-138,3,27,56,8
C/C(=N/NC(=O)c1ccccn1)c1ccncc1,1,1.4,-4,-117,6,-116,-1,22,8,18
CCOC(=O)N1CCN(C(=O)CNCc2cccs2)CC1,5,-1.9,2,-16,2,-12,3,-7,22,-8
CC(C)CN(C(=O)C1CC1)C1CCS(=O)(=O)C1 (centres undefined),/,-1.1,/,/,/,6,0,-5,8,-5
CCCCC1(C)NC(=O)c2c(C)sc(C(=O)OCC)c2N1 (centres undefined),2,4.5,-13,-4,6,15,-3,17,28,9
Nn1c(SCC(=O)Nc2ccccc2)nnc1C1CCCCC1,/,0.0,9,/,/,0,2,2,17,-5
Cc1ccc2nsnc2c1NC(=O)c1ccc(-c2cc(Cl)ccc2Cl)o1,0,-2.3,10,17,5,54,1,-36,26,-36
O=C(O)CCN1CCc2ccccc21,-2,-0.2,3,0,1,10,10,-9,24,-10
Cc1c(-c2ccccc2)nc2ccccc2c1C(=O)Nc1ccncc1,-4,-0.3,-3,-22,1,-34,-1,24,13,7
COCC(=O)N/N=C(\C)CC(=O)Nc1ccccc1C(N)=O,2,0.2,4,-12,6,-3,-2,-25,9,-8
Cc1cc(=O)[nH]c(N/N=C/c2cccc([N+](=O)[O-])c2)n1,-1,0.0,-1,-13,-2,-34,-7,9,-3,-5
CN1CCN(C(CNC(=O)C(=O)Nc2ccc3c(c2)OCO3)c2ccc(F)cc2)CC1 (centres undefined),/,-0.4,-30,/,/,-9,-3,-5,22,-13
CCC1CCCCN1CCCNC(=O)CNC(=O)c1nn(-c2ccc(OC)cc2)c(=O)c2ccccc12 (centres undefined),3,0.0,-7,0,-2,-18,-15,0,-1,2
O=C(N/N=C/c1ccc2cccnc2c1)c1nc2ccccc2c(=O)[nH]1,2,2.2,4,7,0,-83,-2,8,26,4
CC(C)OC(=O)/C(=C\C=C\c1ccccc1)NC(=O)c1ccccc1,-1,0.1,-7,-1,-2,23,-17,3,4,-4
COc1cc(NS(=O)(=O)c2ccc(Nc3nc(-c4ccccn4)cs3)cc2)nc(OC)n1,-4,0.0,-2,-16,0,16,18,-15,6,5
COc1ccc(NN=Nc2nc3c([nH]2)c(=O)n(C)c(=O)n3C)cc1,2,0.2,-10,-8,3,-29,3,-1,30,-11
Cc1cc(OCC(=O)N[C@@H](Cc2ccccc2)c2nc3ccccc3[nH]2)ccc1Cl,1,-0.5,14,-1,4,-8,6,-2,10,-8
C=CCNC(=O)CN1CCC(n2nnc3cc(C(F)(F)F)ccc32)CC1,-1,-0.7,-4,-5,1,18,4,-4,1,-5
O=C(COc1ccccc1Br)NCc1ccccn1,1,1.2,-10,-75,-1,-71,4,16,15,11
CCN(CC)c1ccc(NC(=O)c2cccnc2)cc1,2,1.6,-8,-52,5,-67,16,?,-12,17
CCOc1ccc(NC(=O)CC2C(=O)N(c3ccccc3)C(=O)N2Cc2ccco2)cc1 (centres undefined),-3,0.3,15,19,4,-2,4,11,-15,0
CCC(=O)N1CCc2cc(S(=O)(=O)CCC(=O)NC3CCCCC3)ccc21,-4,1.0,-7,3,-12,10,3,4,25,-7
CC(=O)Nc1ccc(C(=O)Nc2ccc3c(c2)OCCO3)cc1,-1,0.4,-4,-53,2,21,-2,-1,7,2
O=C(CNC(=O)C1(c2ccccc2)CC1)Nc1ccc(F)c(F)c1,/,-0.1,11,/,/,16,7,-3,0,-5
O=C(O)c1ccc(NC(=S)NC(=O)C(c2ccccc2)c2ccccc2)cc1,8,0.4,-2,8,16,4,38,-21,2,-9
COc1cccc(-c2nc(Oc3cc(C)cc(C)c3)c3ccccc3n2)c1O,4,0.2,4,1,2,-3,0,-13,13,2
# Next results follow:
SMILES,HSP90 inh,HIF activator,Platelet DG rel,KLF5 inh,IEC-6 tox,aSyn 5UTR inh,SKKanGAS inh,HSF1 activator,AI-2 QS modul,HSF1 inh
COC(=O)C1CCN(CC(=O)Nc2ccccc2Sc2ccccc2)CC1,3,0.1,9,-49,0,-4,2,19,8,5
N#Cc1cn(CC(=O)NCC2CCCO2)c2ccccc12 (centres undefined),0,-0.3,9,-23,2,2,0,-10,0,-3
O=C(CSc1nc(=O)n2cc(Cl)ccc2n1)Nc1ccc2c(c1)OCO2,/,-0.5,3,/,/,-11,2,2,21,-1
CCNC(=S)N(CCc1ccc(S(N)(=O)=O)cc1)C1CC(=O)N(c2ccccc2)C1=O (centres undefined),1,0.3,-6,12,7,-18,1,5,42,0
COC(=O)CCCC(=O)N1CCC(CO)(CCc2ccccc2)CC1,3,-0.6,3,-1,-7,3,6,30,13,-1
Cc1nn(C)c(C)c1S(=O)(=O)N(CC(=O)NC1CCCCCC1)c1ccc(C(C)C)cc1,1,-0.3,-7,-8,4,21,-4,2,12,-1
CCSc1nnc([C@H](C)NC(=O)OC(C)(C)C)o1,1,-0.7,3,-26,-6,5,-4,2,8,-5
Cc1ccc(C(C(=O)NCc2ccco2)N(C(=O)CNC(=O)c2cccs2)c2c(C)cccc2C)cc1 (centres undefined),3,-0.2,11,-13,-4,0,10,1,9,4
COc1cccc2cc(C(=O)Nc3cccnc3N3CCOCC3)c(=O)oc12,-1,1.4,3,-14,3,1,0,-1,38,-9
Nc1nc(NCCCN2CCOCC2)nc(Nc2ccccc2)c1[N+](=O)[O-],1,-0.3,7,-14,5,46,0,9,24,3
CCCCNC(=O)Nc1cc(C(=O)OC)ccc1C,5,-0.1,-2,12,-1,4,-5,4,22,2
CC(C)COc1ccc(-c2nnc(-c3ccco3)o2)cc1,8,-5.9,9,-163,-8,86*,38,-14,52,-18
O=c1ccc(-c2ccc(S(=O)(=O)NCc3cccc(Br)c3)s2)n[nH]1,5,-0.8,1,7,1,0,25,11,18,9
CC1CC(C)(C)NC(=S)N1CCC(=O)NCc1ccc(F)cc1 (centres undefined),0,-0.6,0,-13,-4,-2,-3,7,-11,-1
NS(=O)(=O)c1cc(C(=O)Nc2ccc3c(c2)CCC3)ccc1Cl,-8,2.8,-4,-171,3,-153,-6,30,-1,20
O=C(Cn1nc(Cl)nc1Cl)c1cc2ccccc2oc1=O,-5,-0.3,0,-22,-1,-30,4,-2,-32,4
